Screening data: PubChem BioAssay, National Center for Advancing Translational Sciences (NCATS)
TrxR1 substrate: substrates of rat thioredoxin reductase 1; O89049; purified TrxR1 substrate turnover, NADPH consumption readout; Potency, µM (doses to about 114 µM), for inactives: at the highest dose activity change, negative = substrate turnover; 0.01% of 390,000 active; AID 588456; note: potency is the fitted concentration of half-maximal effect; % is set by controls: 0 for no effect and ±100 for the full control effect; nearly all actives have a fitted effect of over 50% in size
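Rat TrxR1, dispensed at 90 nM, was prereduced with 400 uM NADPH (final) for 5 min at ~22 deg C, then incubated with compound 15 min before 400 uM selenite. A first-read NADPH fluorescence drop versus no-compound background flagged substrates.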
mIDH1 inhibitor: human IDH1 R132H inhibition. O75874. IDH1-R132H enzyme, NADPH consumption, diaphorase/resazurin fluorescence. Potency, µM (highest dose often 76.6 µM), without a hit: at the top dose activity change, negative = inhibition, usual class: inhibitors. 0.093% of 390,000 active. AID 602179; note: potency is the fitted concentration of half-maximal effect; % is set by controls: 0 for no effect and ±100 for the full control effect; nearly all actives have a fitted effect of over 65% in size
Target sequence (O75874 whole entry R132H, stated change not applied): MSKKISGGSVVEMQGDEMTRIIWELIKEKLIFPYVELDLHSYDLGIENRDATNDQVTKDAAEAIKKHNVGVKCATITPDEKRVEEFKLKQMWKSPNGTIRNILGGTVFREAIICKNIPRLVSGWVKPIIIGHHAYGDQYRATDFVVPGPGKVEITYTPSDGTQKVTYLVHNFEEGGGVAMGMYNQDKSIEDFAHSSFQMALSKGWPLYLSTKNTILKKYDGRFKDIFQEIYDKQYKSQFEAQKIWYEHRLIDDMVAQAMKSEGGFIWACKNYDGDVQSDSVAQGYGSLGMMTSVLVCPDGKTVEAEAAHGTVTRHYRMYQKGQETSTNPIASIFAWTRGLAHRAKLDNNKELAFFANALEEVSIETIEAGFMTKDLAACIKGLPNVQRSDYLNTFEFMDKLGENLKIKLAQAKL
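IDH1-R132H (0.5 ug/mL dispensed) in pH 7.5 Tris buffer was preincubated 30 min with compound, then given a substrate mix of 0.016 mM NADPH and 2 mM alpha-KG for 80 min at room temperature; remaining NADPH was read by diaphorase/resazurin fluorescence.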
rTrxR1 inhibitor: blocks rat thioredoxin reductase 1; O89049; recombinant rTrxR1, NADPH fluorescence consumption, selenite substrate; Potency, µM (top dose mostly 114 µM), for inactives: at the highest dose activity change, negative = inhibition, usual class: inhibitors; 1% of 390,000 active; AID 588453; note: potency is the fitted concentration of half-maximal effect; % is set by controls: 0 for no effect and ±100 for the full control effect; nearly all actives have a fitted effect of over 65% in size
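Rat TrxR1 (90 nM in the dispensed reagent) was pre-reduced with 400 uM NADPH for 5 min at room temperature, then incubated with compound for 15 min. After 400 uM selenite was added, NADPH fluorescence (Ex 340/Em 450 nm) was followed for 8 min.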
LDHA inh: LDHA (human) enzyme inhibition. 0.15% of 480,000 active. P00338. activity change, % (values are at about 110 or 230 µM). purified LDHA, NADH/diaphorase-resazurin fluorescence; stronger effect = lower value. AID 1347041; in the data active = activity change below about -30%; inconclusive = mostly about -25% to -30%;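 note: plate controls were DMSO wells for no effect and wells without enzyme for full effect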
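LDH5 2 nM; NADH 0.06 mM, pyruvate 0.2 mM; 200 mM Tris pH 7.4, EDTA, Tween-20; 5 min RT. Detection: diaphorase 0.133 mg/mL + resazurin 37 µM, fluorescence ex540/em590 at 0 and 20 min; normalized to enzyme-free and DMSO wells.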
Vif-APOBEC3F blk: blocks the Vif interaction with APOBEC3F; HeLa A3F-eYFP + Vif (tagged APOBEC3F with the HIV-1 protein that degrades it), YFP fluorescence increase; Potency, µM (titrated, usually from 46.1 µM), for inactives: at the highest dose activity, negative = active; 0.2% of 390,000 active; note: potency is the fitted concentration of half-maximal effect; % of control where 0% means no effect; nearly all actives have a fitted effect of over 65% in size
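HeLa cells stably expressing Vif plus C-terminally eYFP-tagged A3F were seeded, incubated overnight at 37 deg C, dosed with compound, incubated overnight again at 37 deg C. Yellow fluorescence (Ex 488/Em 500-530) reported blocked Vif-mediated A3F-eYFP degradation.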
GRP78 ERSR act: ER stress response induction in glioma; Potency, µM, for inactives: top-dose activation, hits mostly activators; 0.02% of 420,000 active; AID 602332; U87-MG GRP78 promoter luciferase reporter, 16 h; note: potency is the fitted concentration of half-maximal effect; series mostly up to about 76 µM; % of control where 0% means no effect; nearly all actives have a fitted effect of over 35% in size
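Stably transfected U87-MG glioma cells carrying a GRP78-based luciferase sensor; 16 h compound incubation. Luminescence end-point read 10 min after Bright-Glo addition at room temperature.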
Vif-APOBEC3G blk: inhibitors of Vif-APOBEC3G interaction. Potency, µM (top dose mostly 46.1 µM), without a hit: top-dose activity, negative = active, hits mostly inhibitors. HeLa A3G-eYFP + Vif (tagged APOBEC3G with the HIV-1 protein that degrades it), YFP fluorescence, overnight. AID 602310. 0.076% of 410,000 active;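 note: potency is the fitted concentration of half-maximal effect; % is set by controls: 0 for no effect and ±100 for the full control effect; nearly all actives have a fitted effect of over 60% in size; hits raise eYFP signal because A3G escapes Vif-driven loss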
Target sequence (Q9HC16 whole entry, looked up): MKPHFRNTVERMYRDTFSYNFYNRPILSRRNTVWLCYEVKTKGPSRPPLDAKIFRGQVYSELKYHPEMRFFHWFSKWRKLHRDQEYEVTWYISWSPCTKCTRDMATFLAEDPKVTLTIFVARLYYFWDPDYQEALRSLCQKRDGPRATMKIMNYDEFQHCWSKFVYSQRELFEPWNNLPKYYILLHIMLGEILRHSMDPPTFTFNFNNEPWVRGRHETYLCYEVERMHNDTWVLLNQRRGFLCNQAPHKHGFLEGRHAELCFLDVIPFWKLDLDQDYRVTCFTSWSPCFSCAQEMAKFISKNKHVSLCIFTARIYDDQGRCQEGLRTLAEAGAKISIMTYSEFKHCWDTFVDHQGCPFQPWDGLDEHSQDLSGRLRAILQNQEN
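Read-out is eYFP fluorescence (Ex 488/Em 500-530) from Vif-expressing HeLa A3G-eYFP cells; more signal means A3G escaped Vif-mediated degradation. Cells plated overnight, compound pinned in, incubated overnight at 37 deg C.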
USP1-UAF1 inh: blocks the human USP1/UAF1 deubiquitinase complex; 0.23% of 390,000 active; AID 743255; Potency, µM (series often up to 57.1 µM), for inactives: top-dose activity change, negative = inhibition, actives largely listed as inhibitors; O94782; recombinant USP1/UAF1, Ub-Rhodamine cleavage fluorescence; note: potency is the fitted concentration of half-maximal effect; % is set by controls: 0 for no effect and ±100 for the full control effect; nearly all actives have a fitted effect of over 60% in size; inactives centre near -12
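In this screen, compounds sit with the deubiquitinase complex (1nM) for 15 min at room temperature before Ub-Rho is added at 150nM final. Fluorescence rise is then followed for 6 reads every 60 seconds.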
RGS4 inh: inhibitors of human regulator of G protein signaling 4. P49798. Transcreener GDP fluorescence polarization, RGS4-accelerated GTP hydrolysis. Potency, µM (top dose mostly 114 µM), for the others: top-dose activity change, negative = inhibition, usual class: inhibitors. 0.039% of 390,000 active. AID 504845; note: potency is the fitted concentration of half-maximal effect; % is set by controls: 0 for no effect and ±100 for the full control effect; nearly all actives have a fitted effect of over 75% in size; some results filed as inactive show a strong effect at the top dose
Target sequence (P49798 whole entry, looked up): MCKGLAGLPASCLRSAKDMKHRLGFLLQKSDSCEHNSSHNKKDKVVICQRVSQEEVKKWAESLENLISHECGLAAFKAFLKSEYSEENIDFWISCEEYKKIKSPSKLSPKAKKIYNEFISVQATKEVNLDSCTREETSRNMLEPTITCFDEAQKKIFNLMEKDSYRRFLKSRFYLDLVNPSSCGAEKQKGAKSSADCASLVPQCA
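MLSMR compounds (23 nl, pin-transferred) preincubated 10 min at room temperature with a 500nM (2x) first reagent, then RGS4 at 900nM (2x) plus Transcreener GDP mix added; fluorescence polarization (620/688 nm) read before and after 90 min at 30 °C.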
The depositor's hits bear a star; ? = inconclusive; . = no result given; & = joins results of further samples; ! = repeats disagree; [ ] = dose if it differs, or a comment. Unless noted, calls come from the whole dose curve; as a rule, active = well fitted curve in the direction sought with a large enough effect; inconclusive = small, poorly fitted or top-dose-only effect, or another doubt; inactive = no such curve, though single readings can be large; an effect the other way counts as inactive or inconclusive. These rows are one share of the data (hit frequency here may not be typical).

| entry | SMILES | TrxR1 substrate | mIDH1 inhibitor | rTrxR1 inhibitor | LDHA inh | Vif-APOBEC3F blk | GRP78 ERSR act | Vif-APOBEC3G blk | USP1-UAF1 inh | RGS4 inh |
| --- | --- | --- | --- | --- | --- | --- | --- | --- | --- | --- |
| 1 | Nc1nnnn1CC(=O)N/N=C/c1cccs1 | -4% | 14% | 15% | -18 | 2% | -3% | -2% | -6% | -5% |
| 2 | CC1(C)Oc2ccc(C(=O)NC3CCCC3)cc2N(CC(=O)NC2CCCCC2)C1=O | 0% | 1% | 12% | -21 | -7% | -4% | 0% | -8% | 57%[activator] |
| 3 | CC(C)(C)c1ccc2c(c1)OCC(C(=O)O)O2 (stereo not drawn) | -7% | 2% | -9% | 5 | 1% | 1% | -9% | -11% | -11% |
| 4 | Cn1cnc(S(=O)(=O)N2CCN(c3cccc(C(F)(F)F)c3)CC2)c1 | -3% | -9% | -1% | -6 | -2% | 0% | -4% | -8% | 2% |
| 5 | O=C(COc1ccccc1F)OCc1cc(=O)n2nc(C3CCCCC3)sc2n1 | 1%[57.1 µM] | 2% | 15%[57.1 µM] | -35*! | 5% | 0% | -1% | ? | 3% |
| 6 | CC(C)=CCC/C(C)=C/CNC(=O)C[C@H]1C[C@H](C(=O)N2CCOCC2)[C@@]2(CCC3CCCC3)c3[nH]c4cc(CCC(=O)N(C)C)ccc4c3CCN2C1=O | -1% | 0% | 19% | 3 | -5% | 1% | -4% | ? | -10% |
| 7 | CCN(CC)S(=O)(=O)c1ccc(N2CCOCC2)c(NC(=O)c2[nH]c(C)c(C(C)=O)c2C)c1 | -3% | -6% | 1% | -10&0 | 6% | 1% | 5% | -17% | -18% |
| 8 | Cc1c(NC(=O)CN2C(=O)c3cccc4cccc2c34)c(=O)n(-c2ccccc2)n1C | -2% | 3% | -12% | 0 | -2% | -5% | 4% | -11% | -12% |
| 9 | CC(NS(=O)(=O)c1ccc(OCC(=O)NCc2cccnc2)cc1)c1ccccc1 (stereo not drawn) | -1% | 9% | 6% | 0 | -5% | 3% | 1% | 2% | -28% |
| 10 | COc1ccc(C2=NN(C(C)=O)C(c3cccs3)C2)cc1OC (stereo not drawn) | 46%[activator] | -15% | 13% | -2 | -18% | 11% | -11% | -25% | -13%[56.9 µM] |
| 11 | Cc1cccc(N2C(=O)c3cccc4cccc(c34)C2=O)c1 | 7% | 9% | 18% | -1 | 8% | 1% | -3% | -23% | -12% |
| 12 | CC(=O)Nc1ccc(S(=O)(=O)NCC(=O)OCC(=O)c2ccc[nH]2)cc1 | -1% | 8% | -5% | 1 | 1% | -2% | 1% | -15% | -17% |
| 13 | N#C/C(=N\Nc1ccc(Cl)cc1)C(=N)N1CCCCC1 | 3%[57.1 µM] | 15% | 10%[57.1 µM] | -7 | -12% | -10% | 3% | -22% | -5% |
| 14 | Cn1cnnc1Sc1ccc(C(=O)OCC(=O)Nc2cc(Cl)cc(Cl)c2)cc1[N+](=O)[O-] | -17% | 5% | -21% | -1 | 0% | -5% | -4% | -1% | 0% |
| 15 | CCc1noc(C)c1C(=O)Nc1nc(-c2ccccc2)c(C(C)=O)s1 | -6% | 1% | 1% | -9 | 0% | -2% | -2% | -27% | -2% |
| 16 | O=C(OCc1ccccc1F)c1ccc(-c2nnn(Cc3ccccc3)n2)cc1 | -5% | . | 24% | -7 | . | . | . | -12% | 21% |
| 17 | Cc1c(NC(=O)CSc2nnc(-c3ccco3)n2-c2ccccc2)c(=O)n(-c2ccccc2)n1C | 1% | 5% | -10% | -6 | -4% | -3% | -1% | 0% | 8% |
| 18 | CCN(CC)CC(O)Cn1c(C)c(-c2ccccc2)c2cc([N+](=O)[O-])ccc21 (stereo not drawn) | 1% | 5% | 9% | 1 | 1% | 3% | 1% | -22% | -2%[56.9 µM] |
| 19 | O=C1C(Nc2ccccc2)=C(NS(=O)(=O)c2ccccc2)C(=O)c2ccccc21 | 3% | 4% | ? | 14 | 3% | -4% | 0% | -19% | -10% |
| 20 | O=S(=O)(NCCN1CCCC1)c1ccc(Br)cc1 | 6% | 7% | 26% | -12 | -10% | -1% | -5% | 0% | 40% |
| 21 | O=c1cc(CN2CCc3ccccc32)nc2sccn12 | 1%[57.1 µM] | 32µM* | 1% | 0 | -9% | 2% | -21% | 2% | -32% |
| 22 | CN(CCC1CCCCO1)C(=O)CCc1nnc(Cc2c[nH]c3ccccc23)o1 (stereo not drawn) | 0% | 7% | -35% | -1 | 2% | -2% | 0% | -17% | -33% |
| 23 | CCN1C[C@@H]2[C@@H]3C(=O)N(Cc4ccccc4)C(=O)[C@@H]3[C@](CC)(C(=O)OC)N2C1=NCc1ccccc1 | 4% | -12% | 18% | -1 | 3% | -1% | 1% | -27% | 2% |
| 24 | Cc1cc(C)nc(N(C#N)CC(=O)c2ccccc2)n1 | -1% | 12% | 9% | 2 | -1% | 0% | -27% | -16% | 16% |
| 25 | O=S(=O)(c1ccccc1)c1nc(-c2ccccc2)oc1NCc1cccnc1 | -10% | 4% | -10% | -3 | -6% | 4% | -6% | 3% | -5% |

Full records, looked up by structure. Screens in order: TrxR1 substrate | mIDH1 inhibitor | rTrxR1 inhibitor | LDHA inh | Vif-APOBEC3F blk | GRP78 ERSR act | Vif-APOBEC3G blk | USP1-UAF1 inh | RGS4 inh
`CN(CCC1CCCCO1)C(=O)CCc1nnc(Cc2c[nH]c3ccccc23)o1` (stereo not drawn) across the screens: 0% | 7% | -35% | -1 | 2% | -2% | 0% | -17% | -33%
`O=c1cc(CN2CCc3ccccc32)nc2sccn12` across the screens: 1%[57.1 µM] | 32µM* | 1% | 0 | -9% | 2% | -21% | 2% | -32%
`O=C(COc1ccccc1F)OCc1cc(=O)n2nc(C3CCCCC3)sc2n1` across the screens: 1%[57.1 µM] | 2% | 15%[57.1 µM] | -35*! | 5% | 0% | -1% | ? | 3%

The listing picks up, repeating the three entries before the break.
| entry | SMILES | TrxR1 substrate | mIDH1 inhibitor | rTrxR1 inhibitor | LDHA inh | Vif-APOBEC3F blk | GRP78 ERSR act | Vif-APOBEC3G blk | USP1-UAF1 inh | RGS4 inh |
| --- | --- | --- | --- | --- | --- | --- | --- | --- | --- | --- |
| 23 | CCN1C[C@@H]2[C@@H]3C(=O)N(Cc4ccccc4)C(=O)[C@@H]3[C@](CC)(C(=O)OC)N2C1=NCc1ccccc1 | 4% | -12% | 18% | -1 | 3% | -1% | 1% | -27% | 2% |
| 24 | Cc1cc(C)nc(N(C#N)CC(=O)c2ccccc2)n1 | -1% | 12% | 9% | 2 | -1% | 0% | -27% | -16% | 16% |
| 25 | O=S(=O)(c1ccccc1)c1nc(-c2ccccc2)oc1NCc1cccnc1 | -10% | 4% | -10% | -3 | -6% | 4% | -6% | 3% | -5% |
| 26 | CCOC(=O)C1(CCCc2ccccc2)CCN(C(=O)Cc2nonc2C)CC1 | -9% | -6% | 0% | -4 | -30% | -3% | -2% | -24% | 11% |
| 27 | CN1CCN(NC(=O)C2CC2)CC1 | 1% | 10% | 0% | -2 | 5% | -4% | 1% | -8% | -5% |
| 28 | O=C(COc1cccnc1[N+](=O)[O-])N1CCc2ccccc2C1 | -4% | -2% | 7% | -1 | 1% | 0% | -1% | -8% | 7% |
| 29 | O=C(NCc1ccccc1)c1ccc2c(c1)OCCO2 | 3% | 3% | 8% | -5 | -3% | -7% | 1% | -24% | -23% |
| 30 | CSCC[C@@H](C(=O)Nc1ccc2c(c1)OCCO2)N1Cc2ccccc2C1=O | -3% | -1% | 15% | -2 | 1% | 0% | -1% | -2% | 24% |
| 31 | CC(C)Oc1ccc(Cc2c(O)nc(NCCCN(C)C)[nH]c2=O)cc1 | -7% | -1% | -4% | -2 | -2% | -3% | 2% | -16% | 7% |
| 32 | CC1=C(C(=O)OCc2ccccc2)C(c2cccnc2)n2ncnc2N1 (stereo not drawn) | 2% | 3% | 10% | -3 | 1% | -7% | 1% | -2% | 7% |
| 33 | CCc1c(C)nc2c(-c3ccccc3)c(-c3ccccc3)[nH]n2c1=O | 4% | 1% | 15% | -1 | -19% | -2% | -1% | -13% | -17% |
| 34 | O=C(COc1ccc(-n2cnnn2)cc1)NC1CCCCC1 | -1% | 7% | 17% | 7 | -2% | -5% | 3% | -22% | -5% |
| 35 | COc1ccc(C(CNC(=O)c2cc(S(=O)(=O)N3CCCC3)ccc2Cl)N2CCCC2)cc1 (stereo not drawn) | 2% | 2% | 19% | -16 | -12% | -3% | 0% | -15% | 1% |
| 36 | COc1cccc(CNC(=O)c2ccc3c(c2)N(C)C(=O)C2CCCCN32)c1 (stereo not drawn) | -3%[57.1 µM] | -6% | 16%[57.1 µM] | -5 | -2% | 1% | 1% | -2% | 0% |
